DAX1 inh-1 = inhibits human nuclear receptor DAX1; P51843; HEK293 Gal4-DAX1 luciferase reporter, luminescence; inhibition, % at 6.75 µM; actives 0.99% (n = 340,000); AID 504766;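 active = inhibition above the mean over all tested compounds plus 3 SD, cut at about 4.2% in these data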;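 also: 0% = DAX1-transfected cells with DMSO and 100% = empty-vector control cells with DMSO; inhibition shows as a rise in luminescence from relieved DAX1 repression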
Target sequence (P51843 207-470 limits assumed): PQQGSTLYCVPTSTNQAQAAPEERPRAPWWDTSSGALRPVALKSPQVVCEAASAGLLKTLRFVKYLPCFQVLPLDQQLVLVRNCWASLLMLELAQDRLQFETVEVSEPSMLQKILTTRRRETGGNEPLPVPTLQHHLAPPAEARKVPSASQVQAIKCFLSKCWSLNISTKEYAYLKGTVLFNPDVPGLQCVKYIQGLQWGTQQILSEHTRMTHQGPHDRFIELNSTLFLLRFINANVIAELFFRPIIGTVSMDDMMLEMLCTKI
PLCg1 inh = PLC-gamma1 (human) inhibition, primary screen; P19174; actives 0.84% (n = 370,000); purified PLC-gamma1, fluorogenic substrate, fluorescence; inhibition, % at 12.2 µM; AID 720700; in the data active = inhibition above about 9.5%
ADAM17 inh = ADAM17 inhibition, QFRET primary screen | recombinant ADAM17, EDANS/DABCYL FRET peptide cleavage | inhibition, % at 6.95 µM | P78536 | actives 0.83% (n = 370,000);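 active = inhibition above the mean of compounds lying between control limits plus 3 SD, set per campaign, cut at about 8.5% in these data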;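 also: 0% = DMSO-only wells as the low control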
Target sequence (P78536 215-824 limits assumed): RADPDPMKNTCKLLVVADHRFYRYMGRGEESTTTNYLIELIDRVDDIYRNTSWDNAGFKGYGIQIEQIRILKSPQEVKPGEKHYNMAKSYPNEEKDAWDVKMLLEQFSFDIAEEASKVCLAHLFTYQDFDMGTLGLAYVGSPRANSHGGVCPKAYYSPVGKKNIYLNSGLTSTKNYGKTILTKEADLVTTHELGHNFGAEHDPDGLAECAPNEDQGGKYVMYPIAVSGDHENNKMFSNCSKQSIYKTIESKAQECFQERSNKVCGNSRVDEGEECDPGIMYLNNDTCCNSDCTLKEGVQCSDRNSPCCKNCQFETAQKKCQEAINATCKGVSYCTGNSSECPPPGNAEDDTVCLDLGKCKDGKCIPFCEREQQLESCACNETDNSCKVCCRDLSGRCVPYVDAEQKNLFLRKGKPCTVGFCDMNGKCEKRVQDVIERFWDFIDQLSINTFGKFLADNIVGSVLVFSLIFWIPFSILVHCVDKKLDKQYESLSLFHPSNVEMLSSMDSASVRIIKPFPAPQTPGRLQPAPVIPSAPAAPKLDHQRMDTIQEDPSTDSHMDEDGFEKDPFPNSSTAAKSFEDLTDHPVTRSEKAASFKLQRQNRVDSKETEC
SMARCA2 act = SMARCA2 function activation, primary screen; AID 652017; MG213 cells, MMTV-luciferase reporter, dexamethasone, overnight; actives 1% (n = 370,000); activation, % at 9.1 µM; in the data active = activation above about 7.8%;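 also: 0% = vehicle wells and 100% = reference activator wells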
ssDAF-12 act = S. stercoralis DAF-12 activation, primary screen; HEK293 ssDAF-12/GRIP1 lit1-tk-luc reporter, luminescence; % of 3 µM dafachronic acid response; activation, % at 6.8 µM; actives 1% (n = 370,000); AID 652126;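 active = activation above the mean over all tested compounds plus 3 SD, cut at about 0.9% in these data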;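 also: 0% = DMSO-only wells and 100% = 3 µM delta7-dafachronic acid wells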
hcDAF12 agonist = H. contortus DAF-12 activation, primary screen. HEK293 hcDAF-12 lit1-tk-luc reporter, luminescence; 0% DMSO, 100% Δ7-dafachronic acid. activation, % at 6.8 µM. actives 1.4% (n = 370,000). AID 652067;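 active = activation above the mean of all tested compounds plus 3 SD, cut at about 5.5% in these data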;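 also: 100% = response to 3 µM Δ7-dafachronic acid high control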
PLC-beta3 inh = blocks human PLC-beta3 enzyme activity. Q01970. Purified PLC-beta3, fluorogenic substrate, fluorescence. inhibition, % at 12.2 µM. actives 0.18% (n = 370,000); in the data active = inhibition above about 11%;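 also: 0% = median of compound wells on plate and 100% = full blocker control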
hgDAF-12 ag = agonists of H. glycines DAF-12 nuclear receptor. actives 1.8% (n = 370,000). HEK293 GAL4-hgDAF12 UAS-luciferase reporter, agonist luminescence; normalized to butyrate control. activation, % at 6.8 µM. AID 687014;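 active = activation above a cutoff set at the mean of all screened compounds plus 3 SD, cut at about 10% in these data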;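 also: 0% = DMSO wells and 100% = sodium butyrate wells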
DAX1 inh-2 = blocks DAX1 repression of SF-1 activated StAR promoter | HEK293T StAR-luciferase reporter, SF-1/DAX-1 repression relief | inhibition, % at 6.8 µM | actives 1.1% (n = 370,000) | AID 652010;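 active = inhibition above the mean over all tested compounds plus 3 SD, cut at about 3.6% in these data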;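 also: 0% = DAX-1 cells with DMSO and 100% = cells lacking DAX-1 with DMSO; higher inhibition means more luminescence from relief of DAX-1 repression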
MBD2 inh = blocks human MBD2 binding to methylated DNA. actives 0.31% (n = 370,000). Q9UBB5. TR-FRET, MBD2 binding to methylated oligonucleotide. inhibition, % at 4.4 µM; in the data active = inhibition above about 13%
NR1D1 modulator = Rev-erb alpha (human) modulation; P20393; Rev-erbα–FITC-DNA binding, fluorescence polarization, 90 min; activity, % at 10 µM; actives 0.79% (n = 370,000);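 active = activity above about 14%, limit read from the data; passing the limit was not always enough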;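 also: 0% = DMSO wells with 35 nM protein and 100% = DMSO wells with 750 nM protein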
The depositor's hits bear a star; i = inactive; . = no result given. Outcome played no part in choosing rows; about 7.4% have a hit in one of these screens.

SMILES	DAX1 inh-1	PLCg1 inh	ADAM17 inh	SMARCA2 act	ssDAF-12 act	hcDAF12 agonist	PLC-beta3 inh	hgDAF-12 ag	DAX1 inh-2	MBD2 inh	NR1D1 modulator
COC(=O)C1=C(C)N(C)C(=O)NC1c1ccccc1 (stereo unspecified)	1.4	0	-6	0	-0.3	0.5	0	-0.8	0.5	4	1
CCn1c(CNC(=O)COc2c(C)cccc2C)nnc1SCC(=O)Nc1nccs1	-0.7	-1	-3	-5	-1.3	-1.4	-2	-1.4	-0.5	5	-4
CCN(CCn1cccn1)Cc1cn[nH]c1-c1ccc(OC)cc1F	-0.4	0	-7	-4	-1.6	-1.4	-6	2.2	-0.3	0	-1
COc1cccc2c1OC1(C)CC2NC(=O)N1c1cccc(C(=O)Nc2ccc3c(c2)OCCO3)c1 (stereo unspecified)	-2.3	3	-2	-3	-1.4	-2.1	1	-6.0	-1.5	-4	-7
Cc1ccc(S(=O)(=O)NC(=O)NCc2ccc(F)cc2)cc1	-0.8	1	2	-3	-0.8	-0.1	1	-3.1	0.0	-4	-7
CC(C)COP(=O)(OCC(C)C)C(O)c1ccc(F)cc1 (stereo unspecified)	-0.1	6	6	-4	-0.9	2.5	7	1.3	-0.1	1	-1
CCOC(=O)c1oc2cc(OCC(=O)OC)ccc2c(=O)c1-c1ccc(OC)c(OC)c1	-1.4	4	-1	7	-1.4	-2.3	4	-2.2	0.0	-7	3
COc1cccc(-c2sc3ccc(OC)cc3c2-c2ccc(OC)cc2F)c1	0.8	-6	-3	3	-1.3	0.4	-9	4.8	0.1	3	5
CCOc1ccc(NS(=O)(=O)c2ccc(C(=O)N(CC)CC(=O)NCc3cccs3)cc2)cc1	-0.2	3	1	-1	-0.3	0.6	-2	0.1	0.1	-1	-2
CCCCNc1ncnc2c1cnn2-c1ccccc1	-1.3	-1	-3	0	0.1	3.1	1	20*	-0.2	0	2
N#Cc1ccccc1S(=O)c1ccccc1C(=O)Nc1ccccc1 (stereo unspecified)	-0.7	2	-2	-2	-1.5	-0.7	0	1.5	0.3	3	2
O=C(Nc1csc([N+](=O)[O-])c1)Nc1ccccc1Cl	1.6	4	2	-3	-1.5	-0.9	-8	1.5	-0.5	-6	-1
COCCOC1CCN(C(=O)C2CCC(=O)N(CCc3ccccc3)C2)CC1 (stereo unspecified)	0.5	4	1	2	-0.9	-0.3	-10	0.9	0.9	1	-1
S=c1[nH]nc(-c2ccc(Cl)cc2)n1/N=C/c1ccco1	-0.4	-2	-1	0	-2.0	-1.4	-6	-1.2	-0.2	-2	4
COc1cc(C(=O)NCC(=O)NC(C)CCc2ccccc2)cc(OC)c1OC (stereo unspecified)	0.1	-2	-1	-2	-1.4	-1.8	-8	-0.3	-0.6	2	-7
Cc1ccc(C(=O)/C=C/c2ccccc2[N+](=O)[O-])cc1	0.7	0	0	3	-0.6	3.9	-7	8.8	1.9	3	-11
COc1ccc(OCCOC(=O)c2[nH]c(C)c(C(C)=O)c2C)cc1	-0.4	-2	-1	-6	-1.6	-5.4	0	-3.3	-1.6	4	-7
CC(CCc1ccccc1)NC(=O)c1ccc(NC(=O)c2ccccc2)cc1 (stereo unspecified)	1.3	3	-10	-2	-0.7	-1.0	5	3.5	0.1	1	-1
O=C(Nc1ccc(-c2nc3ccccc3[nH]2)cc1)c1ccc2c(c1)OCO2	-1.3	-287	-109	19*	-2.3	-1.6	-305	-6.0	0.0	14*	2
O=C(CNc1n[nH]c(=O)[nH]c1=O)N/N=C/C1CC=CCC1 (stereo unspecified)	0.8	2	0	-3	-1.2	0.4	-7	0.9	-0.4	-5	-2
CC(C)n1c(N2CCN(C(=O)c3cccs3)CC2)nc2ccccc21	-0.6	6	-2	4	-1.2	-1.0	1	-0.9	-0.2	2	5
COc1ccc(OCc2cc(-c3ccc(Cl)cc3)no2)cc1	0.7	-2	0	0	-0.3	-0.6	-1	0.7	0.2	-1	-1
CC1(C(=O)NS(=O)(=O)c2cccc(Cl)c2)CCN1C(=O)C/C=C/c1ccccc1 (stereo unspecified)	.	-6	1	-2	-1.3	-2.0	-14	0.4	0.1	1	3
CCOc1ccc(C(=O)Nc2c3c(nn2-c2cccc(C)c2C)CS(=O)C3)cc1 (stereo unspecified)	0.4	3	-1	-5	-1.3	-1.7	-2	-0.1	-0.6	7	2
CC(=O)NC(CCS(C)(=O)=O)C(=O)Nc1cc(C)on1 (stereo unspecified)	0.2	10*	2	-3	-0.5	-1.1	5	-2.4	1.0	-4	7
O=C(Nc1ccc(CN2CCOCC2)cc1)c1ccc(-c2cccc([N+](=O)[O-])c2)o1	-1.4	1	0	-2	-2.1	-4.9	-1	-5.7	-6.9	2	-1
COc1ccc(C(=O)NC(C)c2csc(C)n2)cc1OC1CCN(C(C)=O)CC1 (stereo unspecified)	-0.1	3	1	-1	-1.2	-0.8	1	1.3	-0.1	-4	0
CCN(CC)CCCNC(=O)CSc1c2c(nc3cc(Cl)ccc13)CCCC2	-1.1	-3	-2	-2	-1.5	0.1	-1	-0.2	0.2	3	2
O=C(COC(=O)c1cc(S(=O)(=O)N2CCCC2)ccc1O)NCc1ccccc1	-0.7	-1	-17	3	-0.8	-0.1	-12	2.0	-0.5	3	-4
Cc1cc(C)c(C)c(OCCCN(C)C)c1	-0.3	7	1	-2	-1.9	-1.4	8	1.5	-0.2	1	6
Cc1cc(NC(=O)CCCN2C(=O)c3cccc4cccc(c34)C2=O)no1	0.8	2	-3	-1	-1.6	-2.1	-3	-0.9	0.2	0	-1
CC(C)N1C(=O)C(Cc2nc3ccccc3c(=O)n2-c2ccccc2)c2ccccc21 (stereo unspecified)	-0.9	-3	2	0	-1.9	-1.7	0	-2.5	-0.6	-2	2
O=C(N/N=C/CCc1ccccc1)C1CCCCC1	0.8	5	4	3	0.1	0.1	4	-2.0	-0.1	1	3
COC(=O)CC1C(=O)NCCN1C(=S)Nc1cccc(C(F)(F)F)c1 (stereo unspecified)	0.7	0	3	-2	-1.8	-1.0	4	0.9	0.2	-11	-2
CN(Cc1cn(Cc2ccccc2)nn1)C1CN(Cc2cn(Cc3ccccc3)nn2)S(=O)(=O)C1 (stereo unspecified)	.	0	-4	-2	-0.8	-0.9	5	0.7	2.2	4	2
FC(F)(F)c1ccc(N2CCN(c3ncnc4c3nnn4Cc3ccccc3)CC2)nc1	-0.5	5	1	-4	-1.2	-1.0	2	2.3	0.1	0	21*
Clc1ccc(NCc2nnc3n2CCCCC3)cc1	-0.5	1	-4	-2	-1.3	-1.6	3	-2.2	0.5	7	0
COc1ccc(C(=O)COC(=O)c2ccccc2C(=O)N(C)c2ccccc2)c(OC)c1	0.1	-1	2	2	-0.5	1.2	1	0.7	3.5	2	-1
CC(=O)Nc1cccc(NC(=O)CSc2n[nH]c(-c3ccccc3)n2)c1	0.3	-1	-2	2	-1.9	0.3	-4	1.3	-0.1	-1	3
COc1ccc2oc(=O)c(C(=O)n3ccc(C)n3)cc2c1	0.4	i	-291	0	-0.4	0.9	i	0.1	0.8	0	-3
Cc1ccc(-c2nnc(OCCN3CCOCC3)c3ccccc23)cc1	0.7	0	-9	-4	-1.5	-3.1	5	-1.7	-0.4	8	2
CSc1ccc(CN2CCC(Cc3ccccc3)CC2)cc1	-0.5	2	1	-3	-1.2	-0.8	-4	-2.9	0.1	1	2
N#Cc1cccc(NC(=O)OCCN2C(=O)CCC23CCC(c2ccccc2)CC3)c1 (stereo unspecified)	.	-2	-1	-4	-1.8	-2.2	-3	-0.4	-0.3	-1	-6
Cn1c(=O)c2c(SCC(=O)Nc3ccccc3F)nc(C3CC3)nc2n(C)c1=O	0.1	1	-2	0	-0.1	-1.8	-9	-0.2	0.5	0	1
COc1ccc(C2CC(c3cccs3)=NN2C(=O)CSc2nc3ccccc3s2)cc1 (stereo unspecified)	1.0	-34	-1	-2	-1.4	0.0	-42	0.8	-0.4	-3	10
COc1cccc(OC)c1C(=O)OCC(=O)N(c1ccccc1)C1CCCCC1	-0.6	2	-6	-3	-0.4	0.0	-6	-2.3	0.1	1	3
COc1cccc(N(CC(=O)NCCN2CCOCC2)S(=O)(=O)c2ccccc2)c1	0.6	3	0	-2	-0.8	1.1	-9	0.4	-0.7	-1	-6
O=C(NCc1nc(-c2ccccc2)no1)c1ccc(Br)o1	-0.9	-1	1	-2	-1.8	-0.4	1	-2.1	0.9	5	4
COc1ccc(/C=N/NC(=O)c2nnn(-c3nonc3N)c2-c2cccs2)c(OC)c1	0.8	-67	-77	-2	-1.3	-0.8	-126	0.4	-0.5	7	-5
COc1ccccc1C(=O)NC1CCSc2ccccc21 (stereo unspecified)	0.2	4	-3	-1	0.0	-0.8	-10	0.3	-0.2	1	4
CC(=O)Nc1ccc(NC(=O)C(C)OC(=O)c2c(NC(C)=O)sc(C)c2C)cc1 (stereo unspecified)	-0.2	-4	6	-4	-1.3	-0.4	-2	-0.7	3.4	-3	4
Cc1ccc(SCCNC(=S)Nc2cc(C)ccc2C)cc1	-0.1	3	3	-2	-1.0	1.2	-1	-1.5	0.4	-1	6
CN1CCN(c2cc(=O)n(Cc3ccc(F)cc3)c(=O)[nH]2)CC1	0.6	-2	-3	0	-1.4	-1.0	-2	-0.6	0.8	1	4
CCOc1ncccc1C(=O)N1CCN(C(=O)c2ccccc2)CC1	0.2	-2	-3	4	-0.6	0.0	-4	-1.7	1.1	13	0
CSc1ccc(C(=O)C2CCCN(C(=O)c3csc(C(C)=O)c3)C2)cc1 (stereo unspecified)	1.1	1	0	-1	-0.6	-0.3	3	-1.2	-1.2	5	1
Cc1cccc(C)c1NC(=O)C1c2ccccc2OCC(=O)N1CCc1c[nH]c2ccccc12 (stereo unspecified)	.	-2	-3	-4	0.0	4.8	-5	2.4	-0.3	4	-3
Cc1c(NC(=O)CN(c2ccccc2)S(=O)(=O)c2ccc(F)cc2)c(=O)n(-c2ccccc2)n1C	1.4	1	1	1	-0.8	-1.0	-5	0.5	0.5	3	-4
COC(=O)c1cc(=O)n(Cc2ccc(OC)c(OC)c2)c(=Nc2ccc(F)cc2)s1	0.8	1	-1	1	-1.1	0.9	3	-2.5	-0.3	-6	1

Rewritten as comma-separated lines: 3 of the compounds above
Structure,DAX1 inh-1,PLCg1 inh,ADAM17 inh,SMARCA2 act,ssDAF-12 act,hcDAF12 agonist,PLC-beta3 inh,hgDAF-12 ag,DAX1 inh-2,MBD2 inh,NR1D1 modulator
CSc1ccc(C(=O)C2CCCN(C(=O)c3csc(C(C)=O)c3)C2)cc1 (stereo unspecified),1.1,1,0,-1,-0.6,-0.3,3,-1.2,-1.2,5,1
Cc1cccc(C)c1NC(=O)C1c2ccccc2OCC(=O)N1CCc1c[nH]c2ccccc12 (stereo unspecified),.,-2,-3,-4,0.0,4.8,-5,2.4,-0.3,4,-3
Cc1c(NC(=O)CN(c2ccccc2)S(=O)(=O)c2ccc(F)cc2)c(=O)n(-c2ccccc2)n1C,1.4,1,1,1,-0.8,-1.0,-5,0.5,0.5,3,-4

Assay outcomes as filed in PubChem BioAssay.
